Screening results deposited in PubChem BioAssay by Broad Institute.
PglD inh: blocks C. jejuni PglD acetyltransferase activity; purified PglD enzyme, DTNB colorimetric CoA detection; inhibition, % at 12.5 µM; 360,000 compounds, 0.098% hits; in the data active = inhibition above about 16%, passing the limit was not always enough; also: strong numbers were not always called active
Statin myotox sup: suppressors of simvastatin-induced myotoxicity in C2C12 myotubes; ATP luminescence, 48 h; scaled: DMSO 0, geranylgeraniol control 100; rescue of ATP level, % at 7.49 µM; 330,000 compounds, 0.78% hits; AID 602340;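 active = mean ATP rescue above about 67%, or every replicate alone reaching that limit, limit read from the data, passing the limit was not always enough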;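 also: myotubes were challenged with 10 µM simvastatin during compound exposure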
E-selectin induc: induces E-selectin expression in human endothelial cells; P16581; HUVEC E-selectin immunofluorescence imaging; normalized: neutral wells 0, TNF-alpha wells 100; activation, % at 7.58 µM; 260,000 compounds, 0.37% hits; AID 686992;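 active = mean E-selectin-positive cell signal at least 10% of the positive control, reached in at least 60% of replicates, without over 20% cell loss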;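 also: in these data hits start at about 27%; measured in HUVEC primary endothelial cells; signal is the percent of cells scored E-selectin positive by PE staining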
Target sequence (P16581 whole entry, looked up): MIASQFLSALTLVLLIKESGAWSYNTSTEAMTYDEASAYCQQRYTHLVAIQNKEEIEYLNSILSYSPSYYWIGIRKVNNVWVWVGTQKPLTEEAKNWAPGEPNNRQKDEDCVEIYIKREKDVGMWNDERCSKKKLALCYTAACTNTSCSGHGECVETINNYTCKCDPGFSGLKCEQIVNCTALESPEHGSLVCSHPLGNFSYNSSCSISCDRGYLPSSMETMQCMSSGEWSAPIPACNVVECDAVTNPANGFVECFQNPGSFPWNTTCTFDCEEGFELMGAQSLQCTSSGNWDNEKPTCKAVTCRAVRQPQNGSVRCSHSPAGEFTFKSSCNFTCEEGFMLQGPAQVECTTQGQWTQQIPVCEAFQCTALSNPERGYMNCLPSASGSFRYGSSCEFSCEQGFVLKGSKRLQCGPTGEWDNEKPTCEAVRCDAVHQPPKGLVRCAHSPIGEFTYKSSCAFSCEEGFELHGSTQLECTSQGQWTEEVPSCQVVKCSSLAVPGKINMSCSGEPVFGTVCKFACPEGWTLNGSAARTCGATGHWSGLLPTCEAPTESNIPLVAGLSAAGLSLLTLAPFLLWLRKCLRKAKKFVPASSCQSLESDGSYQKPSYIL
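Test system – human umbilical vein endothelial cells (HUVEC), E-selectin induction · Input – 3,000 HUVEC seeded per well · Buffer or medium – EGM-2, gelatin · Compound dosing – single-point compound dose · Detection – immunofluorescence imaging · Measure – percent E-selectin-positive cells · Controls – TNF-alpha high, DMSO low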
SIRT5 inh: inhibitors of human sirtuin-5 desuccinylase | inhibition, % at 15 µM | Q9NXA8 | Purified SirT5, succinyl-peptide AMC, trypsin-coupled fluorescence | AID 652115 | 330,000 compounds, 1.1% hits; in the data active = inhibition above about 15%
Target sequence (Q9NXA8 whole entry, looked up): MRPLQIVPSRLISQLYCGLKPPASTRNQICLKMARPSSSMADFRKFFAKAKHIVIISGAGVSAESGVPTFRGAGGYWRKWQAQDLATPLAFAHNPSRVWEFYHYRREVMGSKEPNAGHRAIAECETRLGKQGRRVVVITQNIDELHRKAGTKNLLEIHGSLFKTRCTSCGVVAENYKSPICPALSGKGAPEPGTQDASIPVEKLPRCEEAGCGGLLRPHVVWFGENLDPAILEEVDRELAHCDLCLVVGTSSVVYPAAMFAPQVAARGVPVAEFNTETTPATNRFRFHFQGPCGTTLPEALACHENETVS
ERp5 block: blocks human ERp5 reductase activity on insulin; inhibition, % at 9.99 µM; Q15084; ERp5 insulin aggregation, absorbance 650 nm, 90 min; AID 651711; 350,000 compounds, 0.05% hits;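 active = mean replicate inhibition above about 25%, with every replicate also reaching it, limit read from the data, passing the limit was not always enough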
S100A4 inh HTS: blocks human S100A4 binding to myosin IIA peptide; P26447; S100A4/TAMRA-MyoIIA peptide fluorescence polarization; inhibition, % at 10.7 µM; 360,000 compounds, 0.14% hits; AID 652163;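 active = mean inhibition of at least 70% across replicates, with every replicate also reaching that level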
Target sequence (P26447 whole entry, looked up): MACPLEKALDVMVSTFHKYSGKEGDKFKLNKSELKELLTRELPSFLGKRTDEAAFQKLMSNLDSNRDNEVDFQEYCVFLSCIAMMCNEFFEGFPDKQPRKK
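Test system: S100A4 monomer protein. Medium: HEPES buffer with Ca2+, pH 7.2. Reagent: fluorescent myosin IIA peptide, 5 nM. Compound dosing: single-point compound testing. Timing: 5 min between mix addition and reading. Benchmarks: DMSO neutral and TFP positive wells.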
DENV2 CPE rescue: DENV2-induced cell death inhibition | DENV2-infected cells, cytopathic effect rescue, plate reader | CPE inhibition, % at 9.99 µM | 350,000 compounds, 1.7% hits; in the data active = CPE inhibition above about 20%, passing the limit was not always enough; tested in BHK-21 cells;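 also: 0% = median of neutral control wells and 100% = median of positive control wells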
Active calls of the source: *. A portion of the library (hit frequency here may not be typical).

Start of the listing, in advance (5 entries):
How did O=C(/C=N\O)NCCCNCc1ccccc1 do in these assays?
PglD inh: -5; Statin myotox sup: 4; ERp5 block: 2; S100A4 inh HTS: 2

Results for COC(=O)C1C(=O)C(C(=O)c2ccc([N+](=O)[O-])cc2)C(=O)CC1(C)C (configuration not stated) ?
PglD inh: 0; Statin myotox sup: 6; E-selectin induc: -0.1; SIRT5 inh: 3; ERp5 block: 1; S100A4 inh HTS: 3; DENV2 CPE rescue: -1

What do the screens show for `CC(C)N(C(=O)CO/N=C/c1cccc([N+](=O)[O-])c1)C(C)C`?
SIRT5 inh: -1; ERp5 block: 1; S100A4 inh HTS: 0; DENV2 CPE rescue: 6

How did COc1ccc(C)cc1Nc1n[n+](-c2ccccc2)c(-c2ccc(OC)c(OC)c2OC)s1 do in these assays?
PglD inh: -3; Statin myotox sup: 1; E-selectin induc: -0.1; ERp5 block: 3; S100A4 inh HTS: 0; DENV2 CPE rescue: 92*

Results for CC(C)(C)OC(=O)N1CCC(Cc2cc(-c3ccccc3)no2)(C(=O)O)CC1 ?
PglD inh: 0; Statin myotox sup: -2; E-selectin induc: -0.3; SIRT5 inh: -4; ERp5 block: 0; S100A4 inh HTS: -4; DENV2 CPE rescue: 1

The list itself, previewed entries included:
How did O=C(/C=N\O)NCCCNCc1ccccc1 do in these assays?
PglD inh: -5; Statin myotox sup: 4; ERp5 block: 2; S100A4 inh HTS: 2

Results for COC(=O)C1C(=O)C(C(=O)c2ccc([N+](=O)[O-])cc2)C(=O)CC1(C)C (configuration not stated) ?
PglD inh: 0; Statin myotox sup: 6; E-selectin induc: -0.1; SIRT5 inh: 3; ERp5 block: 1; S100A4 inh HTS: 3; DENV2 CPE rescue: -1

What do the screens show for `CC(C)N(C(=O)CO/N=C/c1cccc([N+](=O)[O-])c1)C(C)C`?
SIRT5 inh: -1; ERp5 block: 1; S100A4 inh HTS: 0; DENV2 CPE rescue: 6

How did COc1ccc(C)cc1Nc1n[n+](-c2ccccc2)c(-c2ccc(OC)c(OC)c2OC)s1 do in these assays?
PglD inh: -3; Statin myotox sup: 1; E-selectin induc: -0.1; ERp5 block: 3; S100A4 inh HTS: 0; DENV2 CPE rescue: 92*

Results for CC(C)(C)OC(=O)N1CCC(Cc2cc(-c3ccccc3)no2)(C(=O)O)CC1 ?
PglD inh: 0; Statin myotox sup: -2; E-selectin induc: -0.3; SIRT5 inh: -4; ERp5 block: 0; S100A4 inh HTS: -4; DENV2 CPE rescue: 1

What do the screens show for `Cc1ccc(C(=O)NCC(=O)OCCCn2c(=O)[nH]c3ccccc32)cc1C`?
PglD inh: 0; Statin myotox sup: -3; E-selectin induc: 0.3; SIRT5 inh: -4; ERp5 block: 6; S100A4 inh HTS: -1; DENV2 CPE rescue: -4

How did O=C(Nc1ccccc1OC(F)F)c1cc2c(s1)CCC2 do in these assays?
PglD inh: -5; Statin myotox sup: 2; ERp5 block: -5; S100A4 inh HTS: 1; DENV2 CPE rescue: 5

How did COC(=O)c1ccc(Cn2cc(C(F)(F)F)cc([N+](=O)[O-])c2=O)cc1 do in these assays?
SIRT5 inh: 1; ERp5 block: 2; S100A4 inh HTS: 0; DENV2 CPE rescue: -6

What do the screens show for `CCS(=O)(=O)Nc1ccc2c(c1)C(=O)N(C)C[C@H](OC)[C@@H](C)CN(CC1CCCC1)[C@H](C)CO2`?
PglD inh: 5; Statin myotox sup: 20; E-selectin induc: 0.2

How did O=C(N1CCCCCC1)N1CCN(S(=O)(=O)c2cccc([N+](=O)[O-])c2)CC1 do in these assays?
PglD inh: 1; Statin myotox sup: -20; E-selectin induc: -0.3; SIRT5 inh: -1; ERp5 block: 4; S100A4 inh HTS: 4; DENV2 CPE rescue: 0

Results for O=C(CCNC(=O)c1ccco1)NCc1ccc(C(=O)O)cc1 ?
PglD inh: 2; Statin myotox sup: 1; E-selectin induc: -0.2; SIRT5 inh: 1; ERp5 block: 1; S100A4 inh HTS: 1; DENV2 CPE rescue: 9

Results for O=C(Cc1csc(-c2ccccc2)n1)NCC(=O)Nc1ccc(F)c(F)c1F ?
PglD inh: -6; Statin myotox sup: 1; E-selectin induc: 0.2; SIRT5 inh: -5; ERp5 block: -2; S100A4 inh HTS: -2; DENV2 CPE rescue: 4

Results for CCOc1cccc(N(C(=O)CNC(=O)c2ccco2)C(C(=O)NCC2CCCO2)c2ccccc2)c1 (configuration not stated) ?
PglD inh: -4; Statin myotox sup: 14; E-selectin induc: -0.1; SIRT5 inh: 6; ERp5 block: 2; S100A4 inh HTS: 1; DENV2 CPE rescue: -4

What do the screens show for `C[C@H](O)C#Cc1ccc2c(c1)O[C@H](CN(C)C(=O)c1ccccc1)[C@@H](C)CN([C@@H](C)CO)S2(=O)=O`?
PglD inh: 1; Statin myotox sup: -4; E-selectin induc: -0.7; SIRT5 inh: 1; ERp5 block: 1; S100A4 inh HTS: -2; DENV2 CPE rescue: -9

What do the screens show for `Cc1ccc2c(c1)N(CC(=O)NCCCN1C(C)CCCC1C)C(=O)c1cccnc1O2` (configuration not stated)?
PglD inh: 1; Statin myotox sup: -1; E-selectin induc: 0.0; ERp5 block: -1; S100A4 inh HTS: -1; DENV2 CPE rescue: -5

What do the screens show for `COC(=O)/C(=C/c1cccnc1)NC(=O)c1ccccc1`?
E-selectin induc: -1.5; SIRT5 inh: -1; ERp5 block: -2; S100A4 inh HTS: -5; DENV2 CPE rescue: -6

What do the screens show for `Oc1ccc(/C=N/N(Cc2ccccc2)c2ccccc2)c(O)c1O`?
E-selectin induc: -2.2; SIRT5 inh: -2; ERp5 block: 2; S100A4 inh HTS: -2; DENV2 CPE rescue: -6

How did COc1ccc(C(=O)N/C(=C\c2cccc3ccccc23)C(=O)N2CCN(C)CC2)cc1 do in these assays?
PglD inh: 1; Statin myotox sup: -7; E-selectin induc: 0.1; SIRT5 inh: 1; ERp5 block: 1; S100A4 inh HTS: 1; DENV2 CPE rescue: -3

Results for CCNC(=O)N(C)[C@H]1C[C@H]2c3[nH]c4ccccc4c3CCN2C[C@H]1[C@H](C)O ?
PglD inh: 1; Statin myotox sup: 1; E-selectin induc: 0.2; SIRT5 inh: 8; ERp5 block: -4; S100A4 inh HTS: 3; DENV2 CPE rescue: -5

How did COc1cccc(NC(=O)C2CC(=O)N(C)C(=Nc3cccc(F)c3)S2)c1 (configuration not stated) do in these assays?
PglD inh: -3; Statin myotox sup: 23; SIRT5 inh: 1; ERp5 block: 1; S100A4 inh HTS: -5; DENV2 CPE rescue: 9

Results for CC(C)Cn1cnc2c1c(=O)n(CC(=O)N(C)C)c(=O)n2Cc1ccccc1 ?
SIRT5 inh: 0; ERp5 block: 11; S100A4 inh HTS: -6; DENV2 CPE rescue: 5

How did COCCC1CCCCN1C(=O)c1cccc(OC2CCN(C3CCCC3)CC2)c1 (configuration not stated) do in these assays?
PglD inh: 3; Statin myotox sup: 5; E-selectin induc: 0.2; SIRT5 inh: -2; ERp5 block: 2; S100A4 inh HTS: 0; DENV2 CPE rescue: -6

What do the screens show for `O=C(N[C@@H]1CC[C@@H](CCn2cc(C3CCCCC3)nn2)O[C@@H]1CO)c1cccnc1`?
PglD inh: 1; Statin myotox sup: 2; E-selectin induc: -0.3; SIRT5 inh: 0; ERp5 block: -4; S100A4 inh HTS: -1; DENV2 CPE rescue: 3

What do the screens show for `C[C@@H]1CN([C@H](C)CO)C(=O)c2cc(-c3cccnc3)cnc2O[C@@H]1CN(C)C(=O)Nc1ccc2c(c1)OCO2`?
PglD inh: -4; Statin myotox sup: 15; E-selectin induc: -0.8; SIRT5 inh: 11; ERp5 block: -1; S100A4 inh HTS: 17; DENV2 CPE rescue: 7

What do the screens show for `CCCNC(=O)CSc1nccn1Cc1ccc(OC)cc1`?
E-selectin induc: 0.5; SIRT5 inh: -1; ERp5 block: 4; S100A4 inh HTS: -1; DENV2 CPE rescue: -4

How did COc1cccc(CNC(=O)[C@@H]2CCCN2C(=O)[C@@H]2CCCN2C(=O)c2cccc3ccccc23)c1 do in these assays?
E-selectin induc: -0.1; SIRT5 inh: -4; ERp5 block: 4; S100A4 inh HTS: 1; DENV2 CPE rescue: 5

How did Cc1ccc(OCCNC(=O)C(C)SCC(=O)Nc2ccc(F)cc2)cc1 (configuration not stated) do in these assays?
PglD inh: -3; Statin myotox sup: 22; E-selectin induc: 0.0; SIRT5 inh: -1; ERp5 block: -2; S100A4 inh HTS: 1; DENV2 CPE rescue: 7

Results for COc1ccc(CNC(=O)C[C@@H]2C=C[C@@H](NC(=O)CN(C)C)[C@@H](CO)O2)cc1 ?
PglD inh: -3; Statin myotox sup: -2; E-selectin induc: -0.4; SIRT5 inh: -4; ERp5 block: 6; S100A4 inh HTS: -12; DENV2 CPE rescue: 5

What do the screens show for `O=C(O)c1cccc(C(=O)c2cccc3ccccc23)c1`?
E-selectin induc: 3.2; SIRT5 inh: -4; ERp5 block: 1; S100A4 inh HTS: 2; DENV2 CPE rescue: -4

Results for COc1ccc(CCC(=O)Nc2ccc(S(=O)(=O)NC3=NCCCCC3)cc2)cc1 ?
PglD inh: 0; Statin myotox sup: -9; E-selectin induc: 0.0; ERp5 block: 3; S100A4 inh HTS: 3; DENV2 CPE rescue: -1

What do the screens show for `CCCNC(=O)C[C@@H]1CC[C@H]2[C@@H](COc3ccc(NC(=O)c4cccc(C(F)(F)F)c4)cc3C(=O)N2C)O1`?
PglD inh: -1; Statin myotox sup: 3; E-selectin induc: 0.1; SIRT5 inh: -5; ERp5 block: 1; S100A4 inh HTS: -27; DENV2 CPE rescue: 24*

How did Cc1nc(NC(=O)C2CCCCC2C(=O)O)sc1C (configuration not stated) do in these assays?
PglD inh: 2; Statin myotox sup: -6; E-selectin induc: 0.3; SIRT5 inh: -3; ERp5 block: 3; S100A4 inh HTS: -3; DENV2 CPE rescue: -11

What do the screens show for `O=C(O)CN1C(=O)C2C3CC(C2C1=O)C1C(c2ccc(Cl)cc2)c2sc(=O)[nH]c2SC31` (configuration not stated)?
E-selectin induc: -4.0; SIRT5 inh: -4; ERp5 block: -5; S100A4 inh HTS: 3; DENV2 CPE rescue: 0

Results for COC(=O)[C@@H]1C[C@@]2(Br)c3ccccc3N(S(=O)(=O)c3ccccc3)[C@H]2N1C(=O)OC ?
PglD inh: 1; Statin myotox sup: -1; E-selectin induc: -0.1; ERp5 block: -1; S100A4 inh HTS: -1; DENV2 CPE rescue: 3

What do the screens show for `CCCNC(=O)Nc1ccc2c(c1)C(=O)N(C)C[C@H](OC)[C@@H](C)CN(Cc1ccc(-c3ccccn3)cc1)[C@H](C)CO2`?
PglD inh: 0; Statin myotox sup: 9; E-selectin induc: -0.1; SIRT5 inh: 10; ERp5 block: -2; S100A4 inh HTS: -4; DENV2 CPE rescue: -1

What do the screens show for `C[C@@H]1CN([C@H](C)CO)C(=O)c2cc(/C=C/c3ccccc3)cnc2O[C@H]1CN(C)C(=O)c1cccc(F)c1`?
PglD inh: -1; Statin myotox sup: -1; E-selectin induc: 0.2; SIRT5 inh: -6; ERp5 block: -4; S100A4 inh HTS: -3; DENV2 CPE rescue: 7

What do the screens show for `Cc1ccc(N2C(=O)c3ccccc3NC2c2ccccc2O)cc1` (configuration not stated)?
PglD inh: 1; Statin myotox sup: -32; E-selectin induc: 0.0; SIRT5 inh: -3; ERp5 block: 1; S100A4 inh HTS: 7; DENV2 CPE rescue: -4

Arranged by molecular weight (largest number first): 3 of the compounds above
What do the screens show for `Cc1ccc2c(c1)N(CC(=O)NCCCN1C(C)CCCC1C)C(=O)c1cccnc1O2` (configuration not stated)?
PglD inh: 1; Statin myotox sup: -1; E-selectin induc: 0.0; ERp5 block: -1; S100A4 inh HTS: -1; DENV2 CPE rescue: -5

Results for COc1ccc(CCC(=O)Nc2ccc(S(=O)(=O)NC3=NCCCCC3)cc2)cc1 ?
PglD inh: 0; Statin myotox sup: -9; E-selectin induc: 0.0; ERp5 block: 3; S100A4 inh HTS: 3; DENV2 CPE rescue: -1

What do the screens show for `COC(=O)/C(=C/c1cccnc1)NC(=O)c1ccccc1`?
E-selectin induc: -1.5; SIRT5 inh: -1; ERp5 block: -2; S100A4 inh HTS: -5; DENV2 CPE rescue: -6
